NR2E3 ag-1 = activates human NR2E3 receptor. inhibition of corepressor binding, % at 3.98 µM. 360,000 tested, 0.35% active. Q9Y5X4. AID 602229. CHO-S Gal4-NCOR/VP16-NR2E3 two-hybrid, luciferase;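 active = inhibition above the mean of all tested compounds plus 3 SD, cut at about 70% in these data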;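 note: 0% = DMSO with NR2E3 transfected cells and 100% = cells lacking NR2E3 construct; higher means lower luciferase signal from less NR2E3 corepressor binding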
Target sequence (Q9Y5X4 whole entry, looked up, the tested form may be a part): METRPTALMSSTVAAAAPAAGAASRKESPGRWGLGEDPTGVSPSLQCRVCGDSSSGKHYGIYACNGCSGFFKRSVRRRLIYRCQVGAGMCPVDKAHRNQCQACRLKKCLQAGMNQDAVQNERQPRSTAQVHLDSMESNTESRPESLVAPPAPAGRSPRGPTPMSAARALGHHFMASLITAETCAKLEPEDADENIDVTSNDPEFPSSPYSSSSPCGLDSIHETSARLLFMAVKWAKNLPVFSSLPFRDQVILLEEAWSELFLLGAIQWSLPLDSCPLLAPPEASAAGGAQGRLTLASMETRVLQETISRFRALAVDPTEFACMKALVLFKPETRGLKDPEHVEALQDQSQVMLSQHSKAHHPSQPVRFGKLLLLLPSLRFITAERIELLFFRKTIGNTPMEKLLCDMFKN
Peg3 prom inh = Peg3 promoter activity inhibition. inhibition, % at 20 µM. 360,000 tested, 1.7% active. HeLa PEG-Prom luciferase reporter, luminescence, overnight;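 active = inhibition of at least 50% at 20 µM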
TROY signal inh = inhibitors of TROY-dependent NF-kB signaling. AID 1347056. 360,000 tested, 0.98% active. inhibition, % at 10 µM. Q293 LMP1-TROYcd NF-kB luciferase reporter, 4 h;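 active = compounds whose plate-normalised and pattern-corrected inhibition of the luciferase reporter signal at the single screening dose is 50% or more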
NR2E3 ag-2 = activates human photoreceptor nuclear receptor NR2E3. Q9Y5X4. GST-NR2E3/biotin-RetCOR TR-FRET, 1536-well. inhibition of corepressor binding, % at 4.78 µM. 320,000 tested, 0.12% active. AID 2300;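 active = percent inhibition above the cutoff of mean plus 3 SD of all tested compounds, set per screening campaign, cut at about 20% in these data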;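 note: 0% = DMSO wells and 100% = biotin wells as full block of FRET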
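Material: NR2E3–RetCOR corepressor complex / Incubation: Compound–protein incubation for 5 h at 4 °C / Dosing: compound at 4.8 µM, single dose / Detection: time-resolved FRET / Benchmarks: high control biotin, low control 0.6% DMSO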
C8 TRAIL sens = sensitizes caspase-8 expressing cells to TRAIL | 360,000 tested, 1% active | inhibition (viability loss, TRAIL sensitization), % at 10 µM | NB7+C8 cells + TRAIL, ATPlite viability luminescence;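 active = compounds causing at least 50% loss of cell viability in the single-dose screen, relative to plate controls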
CF NFkB inh = inhibitors of cystic fibrosis induced NF-kB. AID 588850. 360,000 tested, 0.86% active. KKLEB NF-kB-GFP reporter, PAF-induced, GFP fluorescence overnight. inhibition, % at 5 µM;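 active = at least 50% inhibition at 5 µM, scaled per plate between neutral and stimulator controls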;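 note: PAF is a Pseudomonas aeruginosa culture filtrate used as stimulus; plate controls were PAF-stimulated DMSO wells for no effect and unstimulated DMSO wells for full effect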
TRPM1 prom inh = inhibitors of MITF-driven TRPM1 promoter in melanoma cells. inhibition, % at 12.5 µM. 330,000 tested, 0.83% active. AID 488899. SK-MEL-5 TRPM1 promoter luciferase, 24 h;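 active = mean inhibition across replicates of 60% or more, whatever share of single replicates reaches that level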; note: values of inactives mirror those of a sister screen read the other way
Shn3 3UTR inh = reduces Shn3 3'UTR luciferase signal in osteoblasts. Clone20 osteoblast Shn3 3'UTR firefly luciferase, 24 h. inhibition, % at 12.5 µM. 360,000 tested, 0.52% active;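 active = mean inhibition of at least 75% with every replicate also reaching 75%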;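 note: 0% = median of neutral control wells and 100% = pilot-screen positive control compound; some compounds past the cut are filed as inactive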
HIF-2a inh = HIF-2a inhibition | 786-0 RCC cells HIF-2a reporter, luciferase luminescence, overnight | inhibition, % at 18.8 µM | AID 624352 | 360,000 tested, 0.72% active;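 active = inhibition of the luminescence signal of 40% or more relative to plate controls, in a single-dose primary screen at 18.75 µM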
KKLEB tox = reduces viability of KKLEB cystic fibrosis airway cells; KKLEB CF airway cells viability, ATPlite luminescence, overnight; hits give low values; cells stimulated with P. aeruginosa culture filtrate; activity change (cytotoxicity), % at 5 µM; 360,000 tested, 0.36% active; AID 602141;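 active = corrected activity change at or below -50% at 5 µM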
TWEAK Fn14 block = inhibitors of TWEAK-Fn14 interaction signaling. TWEAK-stimulated Fn14 reporter cells, luciferase luminescence, 8 h. inhibition, % at 10 µM. 360,000 tested, 2% active. AID 1159606; in the data active = inhibition above about 50%
* = called active by the depositor; . = no result given. Not all compounds are listed, so the mix of outcomes need not match the whole.

Values in the order – NR2E3 ag-1	Peg3 prom inh	TROY signal inh	NR2E3 ag-2	C8 TRAIL sens	CF NFkB inh	TRPM1 prom inh	Shn3 3UTR inh	HIF-2a inh	KKLEB tox	TWEAK Fn14 block
> COc1ccc(NC(=O)Nc2ccccc2SC)c(OC)c1
    -1	-2	-40	-2	-3	-21	1	-4	-2	7	-14
> CSc1ccccc1OCc1cc(C(=O)N(C)CC2COCCO2)no1 (stereo unspecified)
    -89	-153	-42	-1	-17	3	-20	-33	-153	-4	-6
> CCCS(=O)(=O)Nc1ccc(Nc2c3ccccc3nc3ccccc23)c(OC)c1
    14	37	-27	.	30	-152	75*	88*	30	-23	-40
> Cc1ccc(-c2nnc(-c3ccc4c(c3)OCO4)o2)cc1
    -98	-212	-43	0	49	-25	-69	-33	-213	4	15
> CSc1ccc(CN2C(=O)NC3(CCCCCC3)C2=O)cc1
    8	10	3	-4	-14	19	7	7	7	-1	-14
> CCCCCCn1c(=O)n2n(c1=O)[C@@H]1CN(S(=O)(=O)c3ccc(C)cc3)C[C@]1(O)[C@@H](OC(=O)Nc1cccs1)C2
    -33	21	3	.	18	9	.	45	13	14	19
> C=CCNc1nc(NCCOc2ccccc2Cl)c2sc(-c3ccccc3)cc2n1
    -17	-17	-12	.	15	-2	.	38	-61	6	28
> Nc1ccc(S(=O)(=O)Nc2ccc(S(N)(=O)=O)cc2)cc1
    6	5	-1	0	-6	-9	0	1	17	-30	-16
> CCOC(=O)c1[nH]cnc1C(=O)N1CCN(C(=O)OC(C)(C)C)CC1
    -28	-7	-13	0	2	-13	20	-3	9	2	-1
> CN(C)S(=O)(=O)c1cc(NC(=O)COC(=O)C2CSC3(C)CCC(=O)N23)ccc1Cl (stereo unspecified)
    -10	0	0	2	-13	7	11	-3	17	-4	20
> Cc1ccc(CC(NC(=O)c2ccc(C)cc2)C(=O)O)cc1 (stereo unspecified)
    -11	-8	2	.	-2	17	-8	3	-3	3	-2
> O=C(CSc1n[nH]c(=O)[nH]c1=O)Nc1c(Cl)cc(Cl)cc1Cl
    -19	9	5	.	-8	4	-7	-15	0	17	-3
> C=C/C(C)=C/C[C@H]1C(=C)CCC2[C@](C)(C(=O)O)CCC[C@@]21C (stereo partly specified)
    10	14	12	1	-14	5	0	-1	6	1	6
> CCOc1ccc(OCCCC(=O)NNC(=O)c2ccncc2)cc1
    -16	-2	-2	1	8	18	2	-15	-7	-6	5
> Cc1c(S(=O)(=O)N2CCC(C)CC2)c(=O)n(C)c(=O)n1C
    6	7	-8	4	8	-9	3	-37	7	2	4
> COCCN(C(=S)Nc1ccc(C)c(C)c1)C(C)c1ccco1 (stereo unspecified)
    7	-2	-18	-4	-11	-5	2	17	-1	-1	-11
> COc1cc(OC)nc(Oc2ccccc2/C=N/O)n1
    -25	9	13	1	0	6	12	24	19	5	-8
> CCc1noc(C)c1C(=O)Nc1nc2c(F)cc(F)cc2s1
    -39	-145	-32	1	5	7	-17	-50	-169	9	12
> CC(=O)N1CCc2cc(S(=O)(=O)CCC(=O)Nc3c(C)n(C)n(-c4ccccc4)c3=O)ccc21
    -3	4	-6	-1	-11	7	-5	2	12	6	11
> COc1cc(C=O)c(-c2c(C=O)cc(OC)c3c2OCO3)c2c1OCO2
    5	15	1	-2	-23	9	14	8	17	2	4
> CC(C)c1ccc(/C=N\NC(=O)c2ccc(Cn3cccn3)o2)cc1
    -25	-115	22	-3	33	-3	-48	-16	-109	8	15
> O=C(N/N=C/c1ccc2c(c1)OCO2)C(O)c1ccccc1 (stereo unspecified)
    10	-107	-46	0	-1	11	-13	-28	-141	-2	-25
> Cc1ccc2nc3ccc(N4CCCCCCC4)nn3c(=O)c2c1
    -122	-258	-28	3	47	-37	-60	-65	-222	-11	-18
> CN1CCCC(OC(=O)CCCC(=O)OC2CCCN(C)C2)C1 (stereo unspecified)
    4	8	-10	0	4	-4	11	12	7	6	-22
> O=C(O)CC1c2ccccc2CCN1S(=O)(=O)c1ccc(F)cc1 (stereo unspecified)
    -18	3	18	4	0	-15	6	-37	9	9	41
> Cc1ccc(C)c2c1N(Cc1ccccc1)C(=O)C21OCCO1
    -4	11	17	1	4	-21	4	-2	8	8	0
> CCCNC(=O)NC(=O)CN1C(=O)NC(C)(c2ccc(C)cc2)C1=O (stereo unspecified)
    -19	10	9	-1	-1	-1	4	7	6	-1	20
> COC(=O)c1c(C)[nH]c(/C=N/Nc2ccccc2)c1C
    -43	-153	8	-1	-15	3	-97	-33	-181	12	1
> CCOc1ccccc1NC(=O)CSc1cn[nH]n1
    6	10	5	-3	13	0	-2	-5	16	13	-2
> COc1ccccc1S(=O)(=O)Cc1ccc(C(=O)NCc2cccs2)o1
    -18	6	-1	1	12	-3	-8	-5	17	-1	-12

Of the compounds above, these contain fluorine:
Values in the order – NR2E3 ag-1	Peg3 prom inh	TROY signal inh	NR2E3 ag-2	C8 TRAIL sens	CF NFkB inh	TRPM1 prom inh	Shn3 3UTR inh	HIF-2a inh	KKLEB tox	TWEAK Fn14 block
> CCc1noc(C)c1C(=O)Nc1nc2c(F)cc(F)cc2s1
    -39	-145	-32	1	5	7	-17	-50	-169	9	12
> O=C(O)CC1c2ccccc2CCN1S(=O)(=O)c1ccc(F)cc1 (stereo unspecified)
    -18	3	18	4	0	-15	6	-37	9	9	41

Carrying on:
Values in the order – NR2E3 ag-1	Peg3 prom inh	TROY signal inh	NR2E3 ag-2	C8 TRAIL sens	CF NFkB inh	TRPM1 prom inh	Shn3 3UTR inh	HIF-2a inh	KKLEB tox	TWEAK Fn14 block
> CCCCc1c(O)nc(SCCN(C)C)n(-c2ccccc2)c1=O
    -9	3	8	-1	17	6	4	-4	15	4	-3
> CC(C)(C)c1nnc(NC(=O)c2cc(-c3ccccc3)nc3ccccc23)s1
    -7	12	10	1	9	0	4	18	10	2	-8
> CC(O)c1n(C)c(Cl)c[n+]1C (stereo unspecified)
    -7	5	-11	3	3	-2	-6	11	11	0	-11
> CC(C)(C)[C@@H]1COC(=O)[C@H](Cc2ccc(F)cc2)CC/C=C\C[C@H](CC(=O)N(CCO)Cc2ccccc2)C(=O)N1
    24	30	5	.	-7	1	10	-2	19	4	25
> CCOC(=O)c1cc(NC(=O)C2CCCO2)cc(C(=O)OCC)c1 (stereo unspecified)
    -11	15	6	1	5	-7	2	11	-3	5	-6
> CN(CCOc1ccccc1)C(=S)Nc1ccc(OC(F)F)cc1
    -34	4	1	2	-4	19	3	-6	-7	-11	53
> C#Cc1ccc([C@@H]2C=C(C(=O)OCC=C)O[C@H](OCC)[C@H]2CCCO)cc1
    -12	14	2	1	3	-16	13	2	11	-1	3
> COc1ccc(S(=O)(=O)N2CCOCC2)cc1NC(=O)Cc1ccccc1Cl
    -3	9	-8	2	-11	14	2	-12	11	-10	-7
> Cc1cccc(OCC(=O)N2CCN(C(=O)c3ccco3)CC2)c1
    3	6	-6	-2	-7	6	2	3	12	6	-4
> CCn1cc(/C=N/NC(=O)c2cc3c(ccc4ccccc43)o2)c2ccccc21
    7	0	-20	2	2	-12	1	-1	-21	-24	2
> Cc1ccc(S(=O)(=O)NC(C)(C)CN2CCC(Cc3ccccc3)CC2)cc1
    37	15	8	6	7	-9	-3	12	7	14	13
> COc1ccccc1C1CCN(c2ccc([N+](=O)[O-])c(OC)c2)CC1
    -57	-100	-13	0	7	-20	-37	-6	-205	-8	2
> COc1ccccc1N/C=C(\C#N)c1nc2ccccc2[nH]1
    -24	-15	-19	-7	-9	1	13	-25	-31	2	-25
> Cc1csc(SCC(=O)Nc2cc(S(=O)(=O)N3CCOCC3)ccc2N2CCOCC2)n1
    -6	6	7	-1	-2	7	-4	.	14	2	-7
> CCC(=O)N1c2ccc(S(=O)(=O)N3CCCCC3)cc2CC1C (stereo unspecified)
    19	-8	11	-4	-1	-1	-2	10	14	14	8
> Cc1ccc2ncnc(Nc3ccccc3)c2c1
    -5	-6	2	1	5	28	23	-16	-15	-15	11
> COc1ccc(N(CC(=O)N2CCc3ccccc3C2)S(=O)(=O)c2ccccc2)cc1
    13	0	-9	0	-3	-8	3	-3	-16	3	1
> CCc1cc2c(=O)n(N)c(CCC(=O)O)nc2s1
    -5	3	-4	1	-15	13	7	0	11	-1	-11
> COc1ccc(-n2c(C)nc3c(cnn3-c3ccccc3)c2=O)cc1
    -6	10	12	-4	12	12	7	11	-37	4	-12
> CC1CCCN(CCCNC(=O)C2CCN(S(=O)(=O)N3CCC4(CC3)OCCO4)CC2)C1 (stereo unspecified)
    19	5	2	0	-17	-17	-20	5	9	-6	-14
> COc1cc(CC2C(=O)OCC2C(=O)c2ccc3c(c2)OCO3)cc(OC)c1OC (stereo unspecified)
    -7	4	-15	.	7	7	2	7	2	-2	15
> CCN(CC)C(=O)/C(=C\c1ccc(Br)cc1)NC(=O)c1ccccc1OC
    -9	12	-9	-1	1	-2	-6	2	-2	-7	-13
> COc1ccc(OC)c(C(=O)C(=O)c2cc(OC)ccc2OC)c1
    -25	13	-7	.	4	-3	-5	10	16	-22	7
> CC(=NC1CCN(Cc2ccccc2)CC1)c1c(O)[nH]c(=O)[nH]c1=O
    -21	8	26	-2	-2	7	10	6	19	0	1
> CN(C)C(=O)/C(=C/c1cn(-c2ccccc2)nc1-c1cccc([N+](=O)[O-])c1)NC(=O)c1ccccc1
    -8	2	-9	1	0	-19	15	3	10	2	-18
> Cc1c(C(=O)NC(C)C2CC3CCC2C3)cccc1[N+](=O)[O-] (stereo unspecified)
    4	9	15	0	14	-15	15	19	6	19	-7
> O=C(NCc1cccs1)c1cccc(S(=O)(=O)N2CCCCC2)c1
    -16	12	-23	-3	-8	5	-6	3	-4	8	-24
> COc1ccc(N/N=C(/C(N)=O)C2=NC(C)(C)Cc3ccccc32)cc1
    -6	49	23	-1	0	19	-7	15	29	-21	2
> Cn1c(SCC(=O)c2ccccc2F)nnc1C1CC1
    5	-49	-25	1	5	3	-18	-23	-118	14	-10
> COc1cc(CNc2ncnc3c2[nH]c2ccc(C)cc23)cc(OC)c1
    7	24	50*	-1	-4	29	17	-9	23	-13	24
> Nn1c(SCC(=O)Nc2ccc3c(c2)OCO3)nnc1C(F)(F)F
    -9	3	12	0	16	6	-13	-28	8	2	-36
> CCC1=NC(c2ccc(OC)cc2OC)N(O)C1(C)C (stereo unspecified)
    -26	21	-8	8	-7	-13	-2	-18	9	6	-1
> O=C1OC(c2ccccc2)(c2ccccc2)c2ccccc21
    15	31	-3	.	-1	-2	-4	-13	1	-4	28
> NC(=O)c1cc(-c2ccncc2)nc2ccc(Cl)cc12
    -23	6	12	1	7	-14	7	6	10	6	0

Shown as a hit in TRPM1 prom inh, of those listed so far:
Molecule | NR2E3 ag-1 | Peg3 prom inh | NR2E3 ag-2 | CF NFkB inh | TRPM1 prom inh | Shn3 3UTR inh | HIF-2a inh | TWEAK Fn14 block
CCCS(=O)(=O)Nc1ccc(Nc2c3ccccc3nc3ccccc23)c(OC)c1 | 14 | 37 | . | -152 | 75* | 88* | 30 | -40

Compound activity: PubChem, several laboratories
